Compound activity from PubChem BioAssay.
Vif-APOBEC3F blk = Vif-A3F binding inhibition; HeLa A3F-eYFP + Vif (tagged APOBEC3F with the HIV-1 protein that degrades it), YFP fluorescence increase; Potency, µM (series often up to 46.1 µM), for the others: at the top dose activity, negative = active; 0.2% of 390,000 active; AID 602313; note: potency is the fitted concentration of half-maximal effect; % of control where 0% means no effect; nearly all actives have a fitted effect of over 65% in size
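Fluorescence increase (Ex 488/Em 500-530) after overnight compound treatment at 37 deg C flags inhibition of Vif-driven A3F-eYFP loss in stable HeLa A3F-eYFP/Vif cells seeded overnight beforehand.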
Glioma ERSR ind = induces the endoplasmic reticulum stress response in human glioma cells | U87-MG GRP78 promoter luciferase reporter, 16 h | 0.02% of 420,000 active | Potency, µM, without a hit: at the top dose activation, most hits filed as activators | AID 602332; note: potency is the fitted concentration of half-maximal effect; series mostly up to about 76 µM; % of control where 0% means no effect; nearly all actives have a fitted effect of over 35% in size
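Stably transfected U87-MG human glioma cells carrying a GRP78-based luminescent sensor were seeded at 1000 cells/well, pin-dosed with compounds and incubated 16 h. Luciferase reagent was then added, and end-point luminescence was read after 10 min at room temperature.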
LDHA block = blocks human lactate dehydrogenase A. P00338. purified LDHA, NADH/diaphorase-resazurin fluorescence; stronger effect = lower value. activity change, % (values are at about 110 or 230 µM). 0.15% of 480,000 active; in the data active = activity change below about -30%; inconclusive = mostly about -25% to -30%;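 note: plate controls were DMSO wells for no effect and wells without enzyme for full effect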
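LDH5 2 nM; NADH 0.06 mM, pyruvate 0.2 mM; 200 mM Tris pH 7.4, EDTA, Tween-20; 5 min RT. Detection: diaphorase 0.133 mg/mL + resazurin 37 µM, fluorescence ex540/em590 at 0 and 20 min; normalized to enzyme-free and DMSO wells.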
RGS4 inhibitor = inhibitors of human regulator of G protein signaling 4; Potency, µM (series often up to 114 µM), without a hit: at the top dose activity change, negative = inhibition, most hits filed as inhibitors; Transcreener GDP fluorescence polarization, RGS4-accelerated GTP hydrolysis; 0.039% of 390,000 active; P49798; note: potency is the fitted concentration of half-maximal effect; % is set by controls: 0 for no effect and ±100 for the full control effect; nearly all actives have a fitted effect of over 75% in size; some results filed as inactive show a strong effect at the top dose
Target sequence (P49798 whole entry, looked up): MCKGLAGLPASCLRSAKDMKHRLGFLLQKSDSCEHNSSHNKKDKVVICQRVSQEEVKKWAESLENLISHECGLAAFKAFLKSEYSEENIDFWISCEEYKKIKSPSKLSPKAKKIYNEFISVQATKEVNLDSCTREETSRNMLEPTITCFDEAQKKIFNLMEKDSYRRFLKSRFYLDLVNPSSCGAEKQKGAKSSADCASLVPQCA
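MLSMR compounds (23 nl, pin-transferred) preincubated 10 min at room temperature with a 500nM (2x) first reagent, then RGS4 at 900nM (2x) plus Transcreener GDP mix added; fluorescence polarization (620/688 nm) read before and after 90 min at 30 °C.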
Vif-A3G inh = inhibitors of Vif-APOBEC3G interaction | AID 602310 | 0.076% of 410,000 active | Q9HC16 | Potency, µM (top dose mostly 46.1 µM), for the others: at the highest dose activity, negative = active, usual class: inhibitors | HeLa A3G-eYFP + Vif (tagged APOBEC3G with the HIV-1 protein that degrades it), YFP fluorescence, overnight;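 note: potency is the fitted concentration of half-maximal effect; % is set by controls: 0 for no effect and ±100 for the full control effect; nearly all actives have a fitted effect of over 60% in size; hits raise eYFP signal because A3G escapes Vif-driven loss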
Target sequence (Q9HC16 whole entry, looked up): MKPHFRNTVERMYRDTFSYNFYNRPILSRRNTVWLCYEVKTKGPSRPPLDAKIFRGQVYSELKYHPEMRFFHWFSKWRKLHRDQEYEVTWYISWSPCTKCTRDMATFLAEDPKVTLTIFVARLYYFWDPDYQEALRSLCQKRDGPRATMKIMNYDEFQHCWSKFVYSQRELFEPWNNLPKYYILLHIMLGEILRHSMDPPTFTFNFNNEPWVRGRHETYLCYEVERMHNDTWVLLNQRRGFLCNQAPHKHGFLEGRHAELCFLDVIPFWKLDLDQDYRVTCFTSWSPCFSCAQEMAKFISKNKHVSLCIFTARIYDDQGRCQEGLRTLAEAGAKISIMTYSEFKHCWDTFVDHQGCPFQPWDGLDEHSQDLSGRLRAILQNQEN
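Read-out is eYFP fluorescence (Ex 488/Em 500-530) from Vif-expressing HeLa A3G-eYFP cells; more signal means A3G escaped Vif-mediated degradation. Cells plated overnight, compound pinned in, incubated overnight at 37 deg C.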
12-LOX inh = blocks human arachidonate 12S-lipoxygenase; P18054; purified 12hLO, xylenol orange hydroperoxide absorbance; Potency, µM (highest dose often 108 µM), for inactives: at the top dose activity change, negative = inhibition, actives largely listed as inhibitors; 1.1% of 580,000 active; AID 1671190; note: potency is the fitted concentration of half-maximal effect; % is set by controls: 0 for no effect and ±100 for the full control effect
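Purified human 12hLO at 150 nM in 25 mM Hepes, 0.01% Triton X-100, pH 7.0, preincubated 15 min at room temperature with compound. Reaction started with 40 uM arachidonic acid, 30 min at room temperature. Hydroperoxide measured by Fe-xylenol orange, 573/405 nm absorbance ratio.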
D2 agonist = activates the human D2 dopamine receptor. 0.53% of 340,000 active. HEK293 T-REx D2 cells, calcium flux agonist mode. P14416. activation, % at 2 µM;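 active = activation over 3 SD above normal in the single-dose calcium agonist read, cut at about 30% in these data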; note: 0% is about no effect
Target sequence (P14416 whole entry, looked up): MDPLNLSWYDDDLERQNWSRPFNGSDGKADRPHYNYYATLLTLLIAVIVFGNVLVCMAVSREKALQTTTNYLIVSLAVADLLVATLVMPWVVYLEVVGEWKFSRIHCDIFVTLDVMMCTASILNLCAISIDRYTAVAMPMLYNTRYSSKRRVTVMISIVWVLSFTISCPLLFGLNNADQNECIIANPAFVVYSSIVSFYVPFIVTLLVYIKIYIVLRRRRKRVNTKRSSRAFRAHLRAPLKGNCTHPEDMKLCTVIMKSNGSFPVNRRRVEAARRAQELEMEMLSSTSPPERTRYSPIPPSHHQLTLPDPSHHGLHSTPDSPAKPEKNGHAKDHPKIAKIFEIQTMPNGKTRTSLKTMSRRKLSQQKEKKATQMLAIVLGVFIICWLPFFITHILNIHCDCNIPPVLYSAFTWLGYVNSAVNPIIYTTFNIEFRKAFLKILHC
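Agonism scored from kinetic calcium signal (1 read/sec, 180 s) following compound pin transfer, after a 10 s baseline. Cells: HEK293 Trex line expressing inducible D2 receptor coupled to calcium, dye-loaded after overnight culture at 30 C.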
D2 antagonist = antagonists of human D2 dopamine receptor; P14416; HEK293 TREx D2 cells, calcium flux, dopamine EC80; inhibition, % at 10 µM; 2% of 340,000 active; in the data active = inhibition above about 30%; note: 0% is about no effect
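HEK293 T-REx D2 cells, tet-induced, calcium dye no-wash. Cpd pintool add, 180 s kinetic, then EC80 DA, 180 s kinetic. Ca flux read.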
ERG-DNA inh = ERG Ets/DNA interaction inhibition | Potency, µM (top dose mostly 76.9 µM), without a hit: at the highest dose FP activity, negative = inhibition, actives largely listed as inhibitors | P11308 | 0.028% of 370,000 active | fluorescence polarization, His-ERG Ets domain / labelled DNA; active = well fitted inhibition curve with a large enough effect in the polarisation, with a control signal flat; inconclusive = small, poorly fitted or top-dose-only effect, or effect the other way, or a change in a side signal; inactive = no such curve, though single readings can be large or run the other way; the % refers to the polarisation;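 note: polarization taken with two DNA probes labelled with fluorescein and Texas red; potency is the fitted concentration of half-maximal effect; % of control where 0% means no effect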
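His-tagged ERG Ets domain (1 uM in the protein solution; 300mM KCl, 50mM Tris-HCl, 1mM EDTA, 1mM DTT, pH 7.5) received compound, then a probe mix of 5 nM fluorescein-DNA and 100nM Texas-615-DNA. Fluorescence polarization was read for both dyes.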
Active calls of the source: *; i = inactive; ? = inconclusive; . = no result given; & = joins results of further samples; [ ] = another dose, or the depositor's remark. Unless noted, calls come from the whole dose curve; as a rule, active = well fitted curve in the direction sought with a large enough effect; inconclusive = small, poorly fitted or top-dose-only effect, or another doubt; inactive = no such curve, though single readings can be large; an effect the other way counts as inactive or inconclusive.

SMILES | Vif-APOBEC3F blk | Glioma ERSR ind | LDHA block | RGS4 inhibitor | Vif-A3G inh | 12-LOX inh | D2 agonist | D2 antagonist | ERG-DNA inh
CCCCS(=O)(=O)N1CCN(S(=O)(=O)c2ccc(Cl)s2)CC1 | 2% | 1% | -5 | -2% | 1% | i | -0.5 | 17 | 2%
O=C(CSc1nnc(Cc2ccccc2)n1-c1ccccc1)N1CCOCC1 | 8% | -3% | -6 | 17% | 1% | -1% | -0.6 | -7 | -3%
O=c1nccc(Nc2ccccc2)[nH]1 | -3% | -8% | -8 | -1% | -1% | -2% | 0.6 | 10 | -3%
COc1ccc(-c2nn(CC(=O)NCCc3ccccc3)c(=S)n2C)cc1 | -8% | -4% | -3 | 6% | -5% | 1% | 0.2 | 14 | -12%
Cc1ccc2cc(/C=N/NC(=O)c3ccccc3[N+](=O)[O-])c(Cl)nc2c1 | 3% | 13% | -7 | -12% | 4% | -1% | -0.6 | 5 | 11%
CCOc1ccc(C(=O)NCc2cccnc2)cc1[N+](=O)[O-] | 0% | -2% | -10 | 8% | -7% | -20% | 0.7 | -17 | 1%
CCOC(=O)c1sc(NC(=O)C2C3C=CC(C3)C2C(=O)O)nc1C (configuration not stated) | -9% | -5% | 0 | 5% | 1% | -2% | 0.8 | -16 | -3%
COc1ccc(-c2nc3n(c(=O)c2C#N)CCS3)c(OC)c1 | 7% | -2% | 0 | 8% | 1% | 6% | . | -14 | 1%
Cc1nc2ccccn2c1C(=O)N=Nc1c(O)[nH]c2ccccc12 | 2% | -1% | -2 | -5% | -1% | -9% | . | . | -10%
CC(C)n1cc(NC(=O)C2CC(c3cccc(Br)c3)=NO2)cn1 (configuration not stated) | . | -3% | 4 | 7% | 0% | -15% | -0.5 | 17 | 3%
CN1CCN(C2=NCCO2)CC1 | -9% | -2% | -4 | -2% | 0% | -2% | 1.1 | 6 | 7%
CC1(C)CC(NNCCC#N)=CC(=[N+]2CCCC2)C1 | 5% | -1% | 11 | ? | -2% | ? | -0.3 | -7 | -5%
CCNC(=O)/C(=C/c1cccc([N+](=O)[O-])c1)NC(=O)c1ccc(C)cc1 | 1% | 0% | -13 | 9% | -4% | -2% | 0.4 | 12 | 0%
CCc1nnc(NC(=O)CSc2nc(C)c3c(c2C#N)CCCC3)s1 | 5% | -4% | -7 | 0% | ? | 0% | -0.4 | -4 | 10%
Cc1nc2cc(C(=O)NCc3ccc4c(c3)OCO4)ccc2n1-c1ccc(Br)cc1 | -5% | -5% | -7 | -2% | 2% | 1% | -1.2 | -4 | -5%
O=C(COc1ccccc1)NCCSCc1ccco1 | -6% | 3% | -2 | 28% | -1% | 0% | 0.5 | 1 | -5%
C/C=C/c1ccc(OCCCNCC(C)O)c(OC)c1 (configuration not stated) | -9% | -3% | 0 | -25% | -2% | 0% | -0.1 | -7 | 5%
Cn1c(CCNS(=O)(=O)c2ccc(F)cc2)nnc1SCc1cccnc1 | -14% | -5% | -2 | -19% | 0% | ? | -0.9 | 15 | 2%
O=c1cc(-c2ccccc2)nc2nc[nH]n12 | -13% | -3% | -8 | 28% | -1% | -24% | 1.2 | 0 | -13%
COCCCNC(=O)/C=C/c1ccc(Cl)cc1 | 1% | 1% | -7 | 2% | 0% | 13% | 0.5 | -5 | .

Overlap with the part before: 2 compounds, followed by the next part.
SMILES | Vif-APOBEC3F blk | Glioma ERSR ind | LDHA block | RGS4 inhibitor | Vif-A3G inh | 12-LOX inh | D2 agonist | D2 antagonist | ERG-DNA inh
O=c1cc(-c2ccccc2)nc2nc[nH]n12 | -13% | -3% | -8 | 28% | -1% | -24% | 1.2 | 0 | -13%
COCCCNC(=O)/C=C/c1ccc(Cl)cc1 | 1% | 1% | -7 | 2% | 0% | 13% | 0.5 | -5 | .
COC(=O)c1cc(NC(=O)Cc2ccccc2[N+](=O)[O-])ccc1Cl | -1% | 1% | 1 | 13% | -5% | 4% | -0.4 | -6 | 2%
CCc1cc(Cn2nc(-c3ccccc3)cc2C(=O)NCc2ccccc2OC)on1 | 0% | -3% | -2 | -10% | -4% | -18% | 0.8 | -4 | -4%
O=C(O)c1cc([N+](=O)[O-])ccc1-c1ccc([N+](=O)[O-])cc1C(=O)O | -2% | -1% | 1 | . | 0% | ? | . | . | .
COc1ccc(-c2nnc(SCc3cc(C)cc(C)c3)o2)cc1 | -3% | -3% | -1 | 16% | 0% | -8% | 0.5 | -1 | .
Cc1cc(=O)oc2c3c(cc(OCC(=O)NCCN4CCOCC4)c12)OC(C)(C)CC3 | 4% | -2% | -1 | 9% | -2% | -4% | 0.4 | -18 | 3%
CC(=O)n1cc([C@@H]2C=C(C(=O)N3CCN(C)CC3)O[C@H](OCc3ccc(CO)cc3)C2)c2ccccc21 | -1% | -5% | 2 | -13% | -1% | -56% | . | . | -11%
COc1ccc(C(=O)N2CCC(C(=O)Nc3ccc(Cl)cc3)CC2)cc1 | -3% | 2% | -1 | 33% | 7% | ? | -1.7 | . | 2%
COC(=O)c1sc(S(=O)(=O)Nc2ccc3cn[nH]c3c2)c(C(=O)OC)c1C | 0% | -2% | 1 | -21% | 0% | 5% | 1.4 | 1 | 3%
Cc1nn(-c2cccc(C(F)(F)F)c2)c(=O)c2ccccc12 | 1% | -6% | -3 | -18% | 2% | ? | 1.3 | -4 | 2%
O=C(CSc1nnc(Cc2ccccc2)o1)NC1CCCCC1 | -1% | -1% | -5 | 54%[activator] | 4% | 17% | -0.7 | 14 | .
CCCCNC(=O)c1c(CSc2ccc(Cl)cc2)noc1C(=O)NCc1ccccc1 | 4% | -2% | 3 | 8% | 1% | ? | . | . | 4%
CC(Oc1cc(-c2ccccc2)cc2ccccc12)C(=O)N1CCOCC1 (configuration not stated) | 3% | -2% | 11 | -19% | -8% | 0% | -0.7 | -10 | -15%
O=C(CC[C@H]1O[C@@H](n2cnc3c(NC(=O)c4ccccc4)ncnc32)[C@H](O)[C@@H]1O)NCC1CCCCC1 | . | -4% | -1 | . | -4% | -6% | . | . | .
O=C(Cn1c(=O)oc2ccccc21)NCc1ccccc1Cl | -4% | 1% | -7 | -8% | -4% | -30% | 1.3 | . | 6%
CCOc1ccc(Nc2nc3cc(S(=O)(=O)CC)ccc3o2)cc1 | 0% | 2% | 5&-1 | -30% | -7% | -24%&-9% | -0.4 | 4 | 13%
CC(C)Oc1cccc(C(=O)C2CCCN(C(=O)CCn3cnnn3)C2)c1 (configuration not stated) | 3% | 1% | -2 | -26% | 0% | -12% | 1.0 | 1 | 2%
CCOC(=O)c1[nH]ncc1CN1CCCC(C(=O)c2ccc(OC)c(OC)c2)C1 (configuration not stated) | 1% | -3% | 2 | -18% | 0% | -8% | . | . | -4%
COc1ccc(CCNC(=O)C2CCN(c3ncnc4c3nc3n4CCCCC3)CC2)c(OC)c1 | -3% | -3% | 2 | 10% | -1% | -14% | -3.1 | . | 1%
CCC(C(=O)Nc1cc(C)ccc1C)n1c(=O)c(C(F)(F)F)nc2ccccc21 (configuration not stated) | -4% | -2% | -11 | -23% | 4% | -12% | . | . | 0%
O=C1CSC(=S)N1Nc1ccccc1 | ? | -2% | 4 | -31% | -7% | -7% | . | . | 100%[activator]
CCc1ccc(C2C(=O)c3ccccc3C2=O)cc1 | -3% | 4% | -3 | -10% | 0% | ? | . | . | 4%
Cc1ccc(O)c(NC(=O)c2cc(-c3ccc(F)cc3)no2)c1 | 4% | 0% | -5 | -3% | 3% | 4% | 0.7 | . | -3%
Cc1ccc(-c2cc(C(=O)OCC(=O)N(C)C3CCS(=O)(=O)C3)c3ccccc3n2)c(C)c1 (configuration not stated) | 7% | -4% | -6 | -2% | -4% | -10% | 0.3 | 4 | -3%
CC(C)(C)c1ccc(S(=O)(=O)O/N=C2/CCCCC2c2ccc([N+](=O)[O-])cc2[N+](=O)[O-])cc1 (configuration not stated) | -3% | -3% | 0 | -17% | -4% | ? | 0.1 | 1 | -10%
COC(=O)c1cc(-c2ccc(C)cc2)c2c(=O)n(C)c(=O)n(C)c2n1 | . | . | -11 | 6% | . | -4% | -0.1 | . | 5%
O=[N+]([O-])c1ccc(C(O)C(CO)NC(=S)Nc2ccccc2)cc1 (configuration not stated) | -23% | -6% | -12 | -7% | 0% | -43% | . | . | -13%
CCOc1ncccc1C(=O)Nc1cccc(-c2nc3cccnc3s2)c1 | 3% | -1% | -6 | -5% | -11% | 5% | -0.5 | -7 | ?
Cc1ccc(/C=N/n2c(-c3ccco3)n[nH]c2=S)cc1 | 0% | -4% | -5 | -29% | -1% | ? | -1.0 | 2 | 0%
Cc1cc(C(=O)NNC(=S)Nc2ccccc2C)cs1 | 2% | 3% | -3 | -24% | 1% | -9% | 0.2 | -1 | -1%
CC(=O)N1CCN(c2cccc(C)c2C)CC1 | -3% | -3% | -3 | -21% | -2% | -22% | 0.1 | 4 | -1%
O=C(c1ccc(Cl)cc1[N+](=O)[O-])N1CCN(c2ccccn2)CC1 | 1% | -2% | 1 | 9% | 1% | -3% | -1.3 | 2 | 18%
CC(C)C[C@H](NC(=O)c1nc[nH]c1C(=O)NCCNC(=O)OC(C)(C)C)C(=O)CNCCNC(=O)c1[nH]cnc1C(=O)N[C@@H](C)C(=O)OC(C)(C)C | 0% | -2% | 9 | 0% | -5% | 11% | . | . | 7%

The list is partial. The share of hits here may be higher or lower than overall.
